Source: PubChem
Tau FP inhib: tau fibrillization inhibition (FP). P10636. K18 P301L tau heparin fibrillization, Alexa594 FP, 6 h. Potency, µM (top dose mostly 57.7 µM), inactives show at the highest dose activity, negative = inhibition, usual class: inhibitors. hit rate 0.39% among 280,000; note: % is set by controls: 0 for no effect and ±100 for the full control effect; nearly all actives have a fitted effect of over 55% in size
Target sequence (P10636 561-689 P618L limits assumed): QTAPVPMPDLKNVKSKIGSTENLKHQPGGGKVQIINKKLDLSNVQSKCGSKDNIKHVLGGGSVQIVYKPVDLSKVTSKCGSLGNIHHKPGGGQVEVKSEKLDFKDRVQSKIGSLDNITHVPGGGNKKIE
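Heparin (20 uM) drove fibril formation of recombinant tau K18 P301L, 15 uM unlabeled with 0.24 uM Alexa 594 label, for 6 hr at 37 C in 100 mM sodium acetate pH 7. Fluorescence polarization (555/632 nm) read 1 hr after 30 uM ThT.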
Tau fibril ThT: tau fibrillization inhibition (ThT binding) | P10636 | recombinant tau K18 P301L, heparin-induced fibrillization, ThT fluorescence | Potency, µM (series often up to 57.4 µM), for the others: top-dose activity, negative = inhibition, actives largely listed as inhibitors | hit rate 2.1% among 270,000; note: % is set by controls: 0 for no effect and ±100 for the full control effect; nearly all actives have a fitted effect of over 55% in size
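Heparin-induced fibrillization of the P301L-mutant K18 repeat-domain fragment of human tau was followed by ThT binding in quantitative high-throughput format.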
aGal spleen mod: alpha-galactosidase A (human) modulation | AID 2107 | human spleen homogenate, 4MU-alpha-Gal fluorescence, 40 min | hit rate 0.008% among 240,000 | Potency, µM (top dose mostly 80 µM), for inactives: at the highest dose activity change, negative = inhibition, usual class: inhibitors | P06280;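 note: 0% = enzyme with vehicle and -100% = no enzyme basal signal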
Target sequence (P06280 32-429 limits assumed): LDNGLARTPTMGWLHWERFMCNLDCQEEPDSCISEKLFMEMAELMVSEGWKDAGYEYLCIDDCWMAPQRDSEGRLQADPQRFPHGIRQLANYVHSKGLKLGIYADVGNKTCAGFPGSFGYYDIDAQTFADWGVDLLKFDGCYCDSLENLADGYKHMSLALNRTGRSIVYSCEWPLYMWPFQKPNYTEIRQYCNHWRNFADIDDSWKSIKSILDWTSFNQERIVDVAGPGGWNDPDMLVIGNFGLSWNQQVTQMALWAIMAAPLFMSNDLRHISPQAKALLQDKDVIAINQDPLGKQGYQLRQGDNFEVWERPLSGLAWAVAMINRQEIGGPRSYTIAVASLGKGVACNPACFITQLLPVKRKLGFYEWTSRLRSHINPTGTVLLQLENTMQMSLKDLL
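qHTS titration in buffer at pH 5.0. Alpha-galactosidase activity in spleen homogenate was measured via 4-methylumbelliferone release from 1 mM fluorogenic substrate after 40 min at 37C and a pH 10 stop. AC50 came from Hill fits of control-normalized data.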
GAA glycogen: GAA glycogen-cleavage inhibition or activation. P10253. recombinant GAA, glycogen substrate, Amplex Red glucose oxidase fluorescence. Potency, µM (top dose mostly 76.4 µM), for the others: at the highest dose activity change, negative = inhibition, actives largely listed as inhibitors. hit rate 0.38% among 300,000. AID 2100;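 note: 0% = full enzyme reaction and -100% = no-enzyme basal signal; the screen sought inhibitors and activators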
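qHTS, 1536-well; enzyme 4 nM final; cpd up to 77 uM; substrate bovine liver glycogen 30 ug; 50 mM citrate/phosphate pH 5.0, 0.01% Tween-20; 37 C, 40 min; Amplex Red detection 45 min RT; Hill fit → AC50.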
HTT ATP protect: cytoprotection in Huntington HTT-Q103 PC12 cell model; Potency, µM (top dose mostly 56.4 µM), inactives show cytoprotection (ATP increase), most hits filed as activators; AID 1471; PC12 HTT-Q103 induced, cytoprotection, ATP luminescence, 40 h; hit rate 0.14% among 230,000;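 note: % of control where 0% means no effect; nearly all actives have a fitted effect of over 45% in size; toxic huntingtin expression switched on by the ecdysone agonist tebufenozide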
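PC12 cells with ecdysone-inducible HTT exon 1 Q103-GFP, induced with 100 nM tebufenozide and co-treated with library compounds in a dose series (1536-well, 1500 cells/well). Cytoprotection read as ATP content by ATPlite luminescence.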
Tau fluor cs: counter-screen for tau fibril formation inhibitors; tau K18 P301L Alexa594 fluorescence, heparin fibrillization; Potency, µM (doses to about 57.7 µM), for the others: at the highest dose activity change, negative = decrease; hit rate 0.93% among 280,000; note: % is set by controls: 0 for no effect and ±100 for the full control effect; nearly all actives have a fitted effect of over 55% in size
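Human tau K18 P301L (15 uM unlabeled, 0.24 uM Alexa 594-labeled) in 100 mM sodium acetate pH 7 with 20 uM heparin, 6 hr at 37 C. ThT 30 uM added, 1 hr ambient; Alexa 594 FP and total fluorescence read at 555/632 nm.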
GAA inhib: blocks human lysosomal alpha-glucosidase; Potency, µM (series often up to 76.9 µM), inactives show top-dose activity change, negative = inhibition, most hits filed as inhibitors; hit rate 0.005% among 200,000; purified human GAA, 4-MU-alpha-glucoside fluorescence; AID 1466;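 note: plate controls were uninhibited enzyme wells for no effect and no-enzyme background for full effect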
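Compounds are titrated up to 77 uM against 4 nM human enzyme. Substrate 4-methylumbelliferyl-alpha-D-pyranoside (400 uM) reacts 20 min at room temperature in pH 5.0 buffer; liberated 4-methylumbelliferone is read at 440 nm.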
aGlu spleen mod: inhibits or activates alpha-glucosidase in human spleen homogenate; P10253; AID 2112; human spleen homogenate, 4-MU-alpha-glucoside fluorescence; Potency, µM (titrated, usually from 79.9 µM), inactives show top-dose activity change, negative = inhibition, most hits filed as inhibitors; hit rate 0.006% among 240,000;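 note: 0% = enzyme with vehicle and -100% = no enzyme basal signal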
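Compounds were titrated against alpha-glucosidase in spleen homogenate at pH 5.0, with 1 mM 4-methylumbelliferyl substrate for 40 min at 37 C. Reactions were quenched with pH 10 NaOH/glycine and fluorescence measured.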
Active calls of the source: *; ? = inconclusive; . = no result given; [ ] = dose if it differs, or a comment. Calls come from the whole dose curve; as a rule, active = well fitted curve in the direction sought with a large enough effect; inconclusive = small, poorly fitted or top-dose-only effect, or another doubt; inactive = no such curve, though single readings can be large; an effect the other way counts as inactive or inconclusive. Potency is the fitted concentration of half-maximal effect.

Structure,GAA inhib,Tau fluor cs,Tau fibril ThT,HTT ATP protect,GAA glycogen,aGal spleen mod,aGlu spleen mod,Tau FP inhib
CCOC(=O)C1CCN(C(=O)CSc2nnc(-c3ccco3)n2-c2ccccc2)CC1,-4%,4%,7%,5%,3%,-7%,-3%,-4%
CCOC(=O)C1=C(CSc2nc3c(cc2C#N)CN(C)CC3)OC(N)=C(C#N)C1c1ccc(F)cc1 (configuration not stated),-1%,?,16µM*,-15%,5%,7%,-5%,?
CCOC(=O)c1c(-c2ccccc2)nc2ccc(C)cn12,2%,-8%,-11%,-52%[inhibitor],12%,-4%,-6%,-4%
COC(=O)c1ccc(C(NC(=O)OCc2ccccc2)/C(=C/[C@@H](C)C(=O)N(C)Cc2cccnc2)c2cccnc2)cc1 (some centres not stated),.,-15%,-7%,-1%,.,-3%,4%,4%
COc1ccc2c(C)nc(Nc3nc(C)c(C)c(=O)[nH]3)nc2c1,-8%,-11%,?,-53%[inhibitor][10 µM],7%,-5%,2%,1%
COc1ccc(/C=N/NC(C)(C)C)c(OC)c1,3%,0%,-1%,-15%[10 µM],?,0%,9%,6%
COc1ccc(Br)cc1CNC(=O)CCNC(=O)Cn1ccc2ccccc2c1=O,3%,-3%,2%,-4%,1%,1%,3%,2%
COc1cc(CNC(=O)c2ccc(Cn3nc(C)c(Cl)c3C)o2)cc(OC)c1,-13%,-13%,-15%,-6%,1%,4%,4%,1%
CCCOc1ccc(/C(O)=C2\C(=O)C(=O)N(CCCOC)C23C(=O)N(C)c2ccccc23)cc1 (configuration not stated),?,7%,-3%,0%[0.074 µM],28%,2%,9%,3%
COc1ccc(N2Cc3cccc(C(=O)Nc4cc(C)cc(C)c4)c3C2=O)cc1,.,-16%,0%,.,13%[76.3 µM],.,.,-6%
O=C(O)CSCc1nc2ccccc2s1,-5%,4%,-8%,3%,-5%,-3%,5%,1%
Cc1oc(CC(C)C)cc1C(N)=O,6%,-8%[2.34 µM],-7%,30%[10 µM],-10%,0%,12%,-14%[2.34 µM]
O=C(CNC(=O)c1ccncc1)N/N=C/c1cc(Br)ccc1O,7%,1%,5%,-41%[10 µM],5%,2%,-6%,-1%
O=C(Nc1nc(-c2ccc3c(c2)OCO3)cs1)C1COc2ccccc2O1 (configuration not stated),-5%,?,?,1%[10 µM],-20%,-1%,-10%,-10%
Cc1ccccc1Oc1nc2ccccn2c(=O)c1/C=C(\C#N)C(=O)Nc1c(C)n(C)n(-c2ccccc2)c1=O,-3%,2%,-11%,4%[10 µM],-4%,3%,-10%,5%
Cc1cc(C)c(Cn2c3ccccc3c3cnn(CC(=O)NC4CCCCCC4)c(=O)c32)c(C)c1,.,6%,8%,.,18%[76.3 µM],.,.,0%
COc1ccc(C(=O)N2CCC(C(=O)NCc3ccccn3)CC2)cc1,5%,-10%,-11%,-12%,-2%,-13%,-3%,-3%
C#CCNc1cc(-c2ccccc2)nc2ncnn12,8%,9%,3%,23%[10 µM],16%,-2%,3%,5%
COc1ccc2c(c1)C1(Nc3ccccc3C(=O)N1c1ccccc1)C(=O)N2 (configuration not stated),-6%,1%,1%,-1%,-10%,0%,2%,1%
Cc1sc(N)nc1C12CC3CC(CC(C3)C1)C2,-1%,-29%,-5%,-9%[10 µM],-18%,4%,9%,?
CCOc1ccccc1N1CC(c2nc3ccccc3n2CCOc2ccc(C(C)(C)C)cc2)CC1=O (configuration not stated),.,-22%,-16%,.,0%[76.3 µM],.,.,-3%
COc1ccc(C(=O)O/N=C2\CCCc3nonc32)cc1,-1%,-1%,-14%,-2%[10 µM],-5%,-5%,-7%,-3%
Cc1nn(C)c(C(=O)Nc2ccc(Cl)c([N+](=O)[O-])c2)c1Cl,-4%,-2%,-3%,.,7%,1%,5%,-4%
Cc1ccc(Cn2c(=N)n(CC(O)COc3ccccc3)c3ccccc32)cc1 (configuration not stated),-8%,0%,-4%,-117%[inhibitor],-4%,-5%,-5%,3%
O=C(Cn1ncc2c3ccccc3n(Cc3cccc(Cl)c3)c2c1=O)NC1CCCCCC1,.,-10%,-17%,.,-9%[76.3 µM],.,.,3%
C=CCN(c1cccc(C(F)(F)F)c1)S(=O)(=O)c1cccc(C(=O)OCC(=O)NC)c1,1%,-22%,-7%,7%[10 µM],6%,2%,-2%,-9%
Cc1cc(C)c2oc(C(=O)Nc3nnc(C(C)C)s3)cc(=O)c2c1,-2%,5%,-16%,.,0%,0%,-3%,15%
Cc1cccc(Cn2nnc3c(=O)[nH]c(C4CCCN(C(=O)c5ccc(C(C)(C)C)cc5)C4)nc32)c1 (configuration not stated),.,-8%,-13%,.,-17%[76.3 µM],.,.,-1%
CSc1c(SCc2ccccc2)cnn(Cc2ccccc2)c1=O,?,-17%,-17%,-2%[10 µM],-5%,-4%,6%,6%
Cc1cc(C)nc(NS(=O)(=O)c2ccc(NC(=O)c3ccc(S(=O)(=O)N4CC(C)OC(C)C4)cc3)cc2)n1 (configuration not stated),8%,-1%,3%,-18%[10 µM],2%,15%,7%,5%

Looked up by compound from the entries so far:
Structure,GAA inhib,Tau fluor cs,Tau fibril ThT,HTT ATP protect,GAA glycogen,aGal spleen mod,aGlu spleen mod,Tau FP inhib
Cc1sc(N)nc1C12CC3CC(CC(C3)C1)C2,-1%,-29%,-5%,-9%[10 µM],-18%,4%,9%,?
CCOC(=O)c1c(-c2ccccc2)nc2ccc(C)cn12,2%,-8%,-11%,-52%[inhibitor],12%,-4%,-6%,-4%
O=C(O)CSCc1nc2ccccc2s1,-5%,4%,-8%,3%,-5%,-3%,5%,1%
COC(=O)c1ccc(C(NC(=O)OCc2ccccc2)/C(=C/[C@@H](C)C(=O)N(C)Cc2cccnc2)c2cccnc2)cc1 (some centres not stated),.,-15%,-7%,-1%,.,-3%,4%,4%

Carrying on:
Structure,GAA inhib,Tau fluor cs,Tau fibril ThT,HTT ATP protect,GAA glycogen,aGal spleen mod,aGlu spleen mod,Tau FP inhib
CCOC(=O)C1=C(N)N(c2ccc(N3CCCCC3)cc2)C(=O)C1,-1%,-7%,-18%,-5%,-12%,-2%,0%,4%
CCOC(=O)N1CCN(C(=O)CSc2cc(C)nc3c(-c4ccccc4OC)c(C)nn23)CC1,-1%,-2%,-12%,3%[10 µM],1%,-2%,1%,5%
CCCCn1c(=O)c2oc3ccccc3c2n(Cc2ccccc2C)c1=O,.,5%,9%,.,-2%[76.3 µM],.,.,-2%
Cc1c(S(=O)(=O)N2CCCC(C(=O)O)C2)cnn1C (configuration not stated),-6%,-3%,-4%,?,-1%,-3%,-8%,1%
Cc1cc(Nc2ccc(Br)cc2)nc(C)n1,.,1%,8%,.,11%[76.3 µM],.,.,9%
CCOC(=O)C(NC(C)=O)C(=O)Nc1ccc(C(C)C)cc1 (configuration not stated),6%,0%,-1%,-50%[inhibitor][1.9 µM],-9%,0%,6%,2%
COCCCNC(=O)CC1Oc2ccccc2NC1=O (configuration not stated),3%,-4%,-15%,0%,-9%,0%,0%,2%
COc1ccc(NC(=O)c2ccc(COCC(F)(F)F)cc2)cc1OC,-7%,-21%,?,13%[10 µM],-5%,4%,3%,4%
CN(C)Cc1c(-c2ccc(Cl)cc2)nc2ccccn12,1%,-6%,-1%,-38%,-15%,-1%,-9%,9%
CCCN1C(=O)c2ccccc2NC1c1cc(OC)c(OC)c(OC)c1 (configuration not stated),?,-5%,-6%,6%[10 µM],-10%,13%,11%,-6%
OCC1O[C@H](Oc2ccc(O)cc2)C(O)C(O)C1O (some centres not stated),.,1%,-4%,?,.,-2%,-9%,9%
CCOc1ccc(-n2nnnc2SCC(=O)N2CCOCC2)cc1,8%,-4%,-5%,17%[10 µM],12%,-14%,-2%,-5%
OC(CNCCNc1ncccc1C(F)(F)F)Cn1ccc2ccccc21 (configuration not stated),.,-6%,2%,4%[10 µM],4%,0%,7%,-4%
O=C(O)c1ccccc1C(=O)OCc1ccccc1,-5%,-10%,2%,-13%,-23%,0%,5%,-14%
CCOc1ccccc1NC(=O)c1cc2c(=O)[nH]c3ccccc3c2s1,.,-13%,-6%,.,?,.,.,-17%
Nc1cc(-c2ccc(Br)cc2)nc2cc(-c3ccccc3)nn12,9%,?,?,-5%,1%,4%,5%,?
CCCCc1nnc(NC(=O)CSc2nc(C)cc(=O)[nH]2)s1,3%,-2%,-3%,-7%,-16%,2%,3%,2%
COc1ccccc1NC(=S)N(CCc1nc2cc(C)c(C)cc2[nH]1)Cc1cccnc1,1%,-4%,-4%,-25%,-2%,-4%,-17%,2%
CC(C)(C)c1cnnn1-c1ccc(-c2csc(N)n2)cc1,1%,-16%,-20%,-5%[10 µM],-1%,2%,-6%,-2%
CN(C)CCCNc1nc(-c2ccccc2)c2c(c1C#N)CC(C)(C)OC2,.,-9%,-10%,17%[10 µM],8%,22%,11%,-11%
Cc1cc(Nc2ccc(C)c(C)c2)n2cnnc2n1,.,2%,-4%,.,-1%[76.3 µM],.,.,?
Cc1cc(C(=O)NNC(=S)NC(C)c2ccccc2)c2ccccc2n1 (configuration not stated),4%,-9%,-8%,-23%,-14%,-4%,1%,1%
O=C1C(=O)N(CCN2CCOCC2)C(c2cccnc2)/C1=C(/O)c1ccccc1 (configuration not stated),-19%,5%,-1%,-21%[10 µM],3%,-4%,0%,4%
CN1CCN(CC(=O)Nc2nc3c(s2)CCCC3)CC1,.,-13%,.,6%[10 µM],3%,17%,2%,-5%
Cc1ccc(-c2nnc(-c3ccc(NC(=O)c4cccs4)cc3)o2)cc1,6%,-17%,-20%,-39%[inhibitor],4%,2%,4%,-15%
Cc1cccc2cc3cccc(C)c3nc12,.,1%,.,-7%[10 µM],0%,10%,1%,-2%
